S1P4 ag: agonists of human S1P4 receptor. activation, % at 4.98 µM. S1P4-expressing cell line, agonist reporter assay. 0.35% of 220,000 active. AID 1509; in the data active = activation above about 11%;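 also: 0% = DMSO vehicle and 100% = reference agonist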
EP2 mod: modulates human prostaglandin E2 receptor EP2 signaling | P43116 | EP2-expressing cells, cAMP HTRF FRET, PGE2 co-stimulation | induction, % at 25 µM | 0.83% of 260,000 active | AID 940;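 active = compounds whose cAMP rise, as percent of the full-agonist control response, exceeds 60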;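 also: rat C6 glioma line stably carrying human EP2 under a CMV promoter; the protocol text gives 20 µM as final concentration; 100% = response of wells given 1 µM PGE2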
Target sequence (P43116 whole entry, looked up): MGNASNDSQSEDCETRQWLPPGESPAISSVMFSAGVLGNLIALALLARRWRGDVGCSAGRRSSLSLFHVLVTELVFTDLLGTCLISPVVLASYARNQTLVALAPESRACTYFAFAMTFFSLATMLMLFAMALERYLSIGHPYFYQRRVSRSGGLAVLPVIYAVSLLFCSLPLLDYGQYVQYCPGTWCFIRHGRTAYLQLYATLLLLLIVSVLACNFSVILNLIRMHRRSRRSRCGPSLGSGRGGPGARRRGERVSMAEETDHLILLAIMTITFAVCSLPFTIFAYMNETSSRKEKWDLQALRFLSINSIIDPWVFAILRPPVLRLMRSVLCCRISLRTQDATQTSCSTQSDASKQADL
EP2 antag: EP2 receptor (human) inhibition; P43116; C6 glioma cells expressing human EP2, cAMP TR-FRET; cells stimulated with saturating PGE2; inhibition, % at 25 µM; 0.52% of 260,000 active; AID 1422;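 active = percent inhibition above 40 after rounding to a whole number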;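 also: rat C6 glioma host cells with rolipram phosphodiesterase inhibitor present; the protocol text gives 20 µM as final concentration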
NPY2 pot ag: potentiators or agonists of human neuropeptide Y receptor Y2; cells expressing NPY-Y2, potentiator/agonist read-out; AID 1359; activation, % at 3.6 µM; 0.45% of 220,000 active; in the data active = activation above about 27%;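 also: cells stimulated with NPY near EC25 plus isoproterenol at EC100; 0% = vehicle plus submaximal agonist and 100% = vehicle plus saturating agonist; some results beyond the cut were filed as inactive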
Target sequence (P49146 whole entry, looked up): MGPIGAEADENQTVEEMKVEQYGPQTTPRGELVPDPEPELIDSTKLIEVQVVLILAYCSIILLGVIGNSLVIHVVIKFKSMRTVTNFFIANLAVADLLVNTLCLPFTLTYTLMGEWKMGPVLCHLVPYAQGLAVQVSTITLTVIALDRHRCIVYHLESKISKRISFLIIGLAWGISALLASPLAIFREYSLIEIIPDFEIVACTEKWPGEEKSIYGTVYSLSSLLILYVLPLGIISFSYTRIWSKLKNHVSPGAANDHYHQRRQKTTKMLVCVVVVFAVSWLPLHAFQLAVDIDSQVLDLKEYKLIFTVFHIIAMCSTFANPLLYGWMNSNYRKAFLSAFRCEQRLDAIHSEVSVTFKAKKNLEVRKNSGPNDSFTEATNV
eIF4E-4G inh: blocks eIF4E binding to eIF4G; TR-FRET eIF4E-eIF4GI(517-606) binding, 2 h; inhibition, % at 21.7 µM; 0.37% of 220,000 active; AID 782;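 active = inhibition above about 30%, limit read from the data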;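 also: 0% = full FRET control wells and 100% = background wells lacking eIF4GI fragment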
NPY-Y1 PAM-ag: human NPY-Y1 potentiation or agonism, primary screen; activation, % at 3.6 µM; AID 1304; NPY-Y1 expressing cells, potentiator/agonist activation; 0.37% of 220,000 active; in the data active = activation above about 33%, passing the limit was not always enough;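 also: cells stimulated with NPY at EC10 then isoproterenol at EC100; 0% = low agonist plus stimulus and 100% = saturating agonist plus stimulus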
Target sequence (P25929 whole entry, looked up): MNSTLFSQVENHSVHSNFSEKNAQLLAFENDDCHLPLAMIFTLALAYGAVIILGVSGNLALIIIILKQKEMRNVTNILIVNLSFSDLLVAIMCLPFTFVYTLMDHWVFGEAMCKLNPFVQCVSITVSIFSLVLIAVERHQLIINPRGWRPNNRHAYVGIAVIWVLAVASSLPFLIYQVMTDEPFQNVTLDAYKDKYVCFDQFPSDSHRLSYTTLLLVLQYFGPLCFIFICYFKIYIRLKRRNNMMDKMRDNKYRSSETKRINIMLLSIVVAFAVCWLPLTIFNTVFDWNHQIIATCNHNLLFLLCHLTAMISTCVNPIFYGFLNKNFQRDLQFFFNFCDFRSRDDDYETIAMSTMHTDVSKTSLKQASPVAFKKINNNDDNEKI
S1P4 antagonist: human S1P4 receptor antagonism | S1P4-expressing cells, antagonist mode, reporter read-out | inhibition, % at 4.98 µM | 0.26% of 220,000 active; in the data active = inhibition above about 29%;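 also: 0% = wells stimulated with agonist and 100% = vehicle wells without agonist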
NPY Y1 blocker: blocks the human neuropeptide Y Y1 receptor | HEK293-CNG Y1 cells, membrane potential fluorescence; NPY at EC95, then isoproterenol | inhibition, % at 3.6 µM | 1% of 200,000 active | AID 1040;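 active = inhibition above the campaign mean inhibition of all tested compounds plus 3 SD, cut at about 20% in these data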;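 also: 0% = DMSO wells given NPY plus isoproterenol and 100% = isoproterenol alone without NPY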
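Benchmarks – high control isoproterenol alone, low control NPY with isoproterenol · Material – HEK293 Y1/CNG channel cell line · Times – dye 3 h, compound 60 min room temperature, stimulation 45 min · Probe or stimulus – NPY (25 nM), isoproterenol (1 µM), Ro 20-1724 (25 µM) · Evaluation – % inhibition of NPY effect · Signal – fluorescence, membrane potential probe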
p97 inhibitor: inhibitors of human p97 ATPase; P55072; recombinant p97 ATPase, Kinase-Glo ATP luminescence, 3 h; inhibition, % at 8 µM; 0.42% of 220,000 active; AID 1481; in the data active = inhibition above about 15%;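 also: 0% = DMSO vehicle and 100% = wells lacking enzyme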
* hit, by the source's call; · = not tested or not shown; & = joins results of further samples; [ ] = another dose, or the depositor's remark. An excerpt; rates above refer to the full screens.

Results follow in this order: NPY2 pot ag, S1P4 ag, p97 inhibitor, NPY-Y1 PAM-ag, eIF4E-4G inh, EP2 antag, EP2 mod, NPY Y1 blocker, S1P4 antagonist
- COc1ccc(-n2cc(CNCc3cccnc3)c(-c3cccc(F)c3)n2)cc1
  -16, -1.3, 0, -13, 5, 4, -28, 6, -20
- C=CCNc1sc(C(=O)C2CC2)c(N)c1C#N
  -7, 1.7, 5, 5, 6, 11, 15, -7, 9
- CC(C)(C)C1CCC(=NNC(=O)CN(c2ccccc2)S(=O)(=O)c2ccccc2[N+](=O)[O-])CC1 (configuration not stated)
  -4, 3.3, 3, -16, 3[fluorescence artefact?], 4, 44, -3, -10
- Cc1nc2ccccc2n1/N=C/c1cccnc1
  -10, 2.1, -2, -32, -2, 4, -4, -1, 1
- COc1ccccc1/C=C\C=N\NC(=O)c1ccco1
  -5, 1.2, 7, 10, 4, 15, -37, -3, 13
- C=CCNC(=S)NNC(=O)c1cccc(Br)c1
  -2, 2.1, 7, 2, -7, 3, 4, -2, -8
- O=C(Nc1ccc(Cl)cc1)c1cc2nc(C3CC3)cc(C(F)(F)F)n2n1
  2, 0.9, -1, -7, 3, 9, -20, 4, -3
- C=CCN(CC=C)CCOc1ccccc1
  7, 0.1, 2, -12, 0, 4, -10, -3, -5
- CC/C(O)=C1\C(=O)CCCC1=NCCc1nc2ccccc2[nH]1
  9, -3.8, 2, 13, -1, 10, -32, 3, 8
- CC1=C(C(=O)N2CCOCC2)C(c2cccc(C)c2)NC(=S)N1 (configuration not stated)
  -2, 1.9, 1, -6, 5, 10, 37, 12, -12
- O=C1CC(C(=O)Nc2ccc(C(=O)N3CCOCC3)cc2)C2(CCCCC2)O1 (configuration not stated)
  -16, -0.8, 0, -8, 0[fluorescence artefact?], 17, 5, -3, -7
- Fc1cnc(N2CCOCC2)nc1N1CCc2ccccc21
  -25, 1.4, -7, -47, -3, 20, 47, 7, -25
- CC(C)c1ccccc1NC(=O)c1cccc(NC(=O)c2ccccc2)c1
  8, -3.7, 2, 13, 3, 28, -13, 1, 11
- CCCCOc1nc2c(c(=O)n(C)c(=O)n2C)n1C
  -9, 0.7, -1, -6, 2, 2, 3, ·, 16
- CCc1nc(N)c(C#N)c(-c2ccc(OC)c(OC)c2)c1C
  -5, -0.5, -2, -9, 7, 10&4, 30&17, 1, -15
- C=CCNC(=S)Nc1nc2c(cc1C(=O)OCC)COC(C)(C)C2
  6, -0.9, 4, 17, -9, 12, -5, ·, -16
- O=C(NCc1ccccc1)Nc1cccn(Cc2ccccc2Cl)c1=O
  3, -0.2, -1, 14, 1, 4, -2, -4, 5
- O=C(Cn1c(SCC(=O)N2CCCc3ccccc32)nc2ccccc21)N1CCCC1
  -20, 0.4, -6, -21, 4, 9&9, 20&18, -3, -7
- Cc1nc2ccc(S(=O)(=O)NC(C(=O)NCc3cccs3)C(C)C)cc2s1 (configuration not stated)
  6, 1.6, 5, 3, -2, 16, -4, 3, 2
- NNC(=O)COc1ccccc1F
  6, 1.8, 2, 10, -4, 11, 30, 3, -4

Next section; it opens with the two that closed the last part.
Results follow in this order: NPY2 pot ag, S1P4 ag, p97 inhibitor, NPY-Y1 PAM-ag, eIF4E-4G inh, EP2 antag, EP2 mod, NPY Y1 blocker, S1P4 antagonist
- Cc1nc2ccc(S(=O)(=O)NC(C(=O)NCc3cccs3)C(C)C)cc2s1 (configuration not stated)
  6, 1.6, 5, 3, -2, 16, -4, 3, 2
- NNC(=O)COc1ccccc1F
  6, 1.8, 2, 10, -4, 11, 30, 3, -4
- Cc1ccc(SCC2(O)CCN(C(=O)c3ccc(Cl)cc3)CC2)cc1
  -18, 1.4, -8, -11, 6, 16, -39, 18, 4
- Cn1c(COc2ccccc2)nnc1SCc1cc(=O)[nH]c2ccccc12
  3, 0.1, 2, -1, 4, 13, 12, -3, -4
- O=C(Nc1cc2c(cc1Cl)OCCCO2)c1ccco1
  3, 1.4, 3, 22, -4, 8, 13, 3, 7
- COc1cc(SC)ccc1C(=O)Nc1ccccc1C#N
  -17, 3.5, -4, -13, -3, 11, 16, 13, -3
- CCCS(=O)(=O)c1c(S(=O)(=O)CCC)c2cnccn2c1C(=O)c1ccc(OC)cc1
  -12, 0.0, -4, 28, -1, 5, -29, ·, -23
- CC(=O)c1c(C)nc(Nc2nc(C)c3cc(C)ccc3n2)nc1C
  -9, 0.2, 4, -8, 2, 6, 12, 6, -7
- CN(c1ccc(OCC(=O)OCC(=O)Nc2ccccc2)cc1)S(=O)(=O)c1ccc(F)cc1
  6, 0.2, 4, -1, -2, 8, -49, -2, 1
- O=C(CN1C(=O)CCC1=O)Nc1ccc(Cc2ccc(NC(=O)CN3C(=O)CCC3=O)cc2)cc1
  -4, 0.1, 4, 17, -2, 4, 19, -1, -7
- NNC(=S)Nc1ccc(S(=O)(=O)N2CCCCC2)cc1
  -28, 0.0, 5, 29, -12, 6, -38, ·, 11
- CCNC(=S)NNC(=O)c1c(Cl)c(C)nn1C
  0, -0.9, 2, 5, 7, 5, 17, -4, -6

As a short view, part of the list above:
Results follow in this order: NPY2 pot ag, S1P4 ag, p97 inhibitor, NPY-Y1 PAM-ag, eIF4E-4G inh, EP2 antag, EP2 mod, NPY Y1 blocker, S1P4 antagonist
- C=CCNC(=S)Nc1nc2c(cc1C(=O)OCC)COC(C)(C)C2
  6, -0.9, 4, 17, -9, 12, -5, ·, -16
- O=C(NCc1ccccc1)Nc1cccn(Cc2ccccc2Cl)c1=O
  3, -0.2, -1, 14, 1, 4, -2, -4, 5
- O=C(Cn1c(SCC(=O)N2CCCc3ccccc32)nc2ccccc21)N1CCCC1
  -20, 0.4, -6, -21, 4, 9&9, 20&18, -3, -7
- Cc1nc2ccc(S(=O)(=O)NC(C(=O)NCc3cccs3)C(C)C)cc2s1 (configuration not stated)
  6, 1.6, 5, 3, -2, 16, -4, 3, 2
- NNC(=O)COc1ccccc1F
  6, 1.8, 2, 10, -4, 11, 30, 3, -4
- Cc1ccc(SCC2(O)CCN(C(=O)c3ccc(Cl)cc3)CC2)cc1
  -18, 1.4, -8, -11, 6, 16, -39, 18, 4
- Cn1c(COc2ccccc2)nnc1SCc1cc(=O)[nH]c2ccccc12
  3, 0.1, 2, -1, 4, 13, 12, -3, -4
- O=C(Nc1cc2c(cc1Cl)OCCCO2)c1ccco1
  3, 1.4, 3, 22, -4, 8, 13, 3, 7
- COc1cc(SC)ccc1C(=O)Nc1ccccc1C#N
  -17, 3.5, -4, -13, -3, 11, 16, 13, -3
- CCCS(=O)(=O)c1c(S(=O)(=O)CCC)c2cnccn2c1C(=O)c1ccc(OC)cc1
  -12, 0.0, -4, 28, -1, 5, -29, ·, -23
- CC(=O)c1c(C)nc(Nc2nc(C)c3cc(C)ccc3n2)nc1C
  -9, 0.2, 4, -8, 2, 6, 12, 6, -7
- CN(c1ccc(OCC(=O)OCC(=O)Nc2ccccc2)cc1)S(=O)(=O)c1ccc(F)cc1
  6, 0.2, 4, -1, -2, 8, -49, -2, 1

Continuation:
Results follow in this order: NPY2 pot ag, S1P4 ag, p97 inhibitor, NPY-Y1 PAM-ag, eIF4E-4G inh, EP2 antag, EP2 mod, NPY Y1 blocker, S1P4 antagonist
- CC1CCCCC1NC(=O)/C(C#N)=C/c1ccc(F)c(F)c1 (configuration not stated)
  -10, 1.4, -3, 0, 0[fluorescence artefact?], 34, -41, 4, -11
- NC(=O)[C@@H]1CCNc2c(I)cc([N+](=O)[O-])cc2C(=O)N[C@@H](CO)C(=O)N[C@@H](Cc2ccc(O)cc2)C(=O)N1
  2, 1.5, 3, 1, 2, 10, 5, 3, -7
- Cc1cc(=O)[nH]c(NCCO)n1
  11, 1.1, 8, 7, 3, 9&0, -24&22, 4, 3
- O=C(NC1CCCCC1)N1CCc2ccccc2C1
  4, -0.8, 1, -14, 1, 15&8, -56&-30, 4, -3
- O=C(Oc1cccc2c(O)cccc12)c1ccccc1
  3, -3.4, 4, -6, 4, 16, -4, -1, 6
- OCC1(CCOc2ccccc2)CCN(CCCn2cccn2)CC1
  -9, 1.2, 1, -2, 7, 3, 0, -3, -2
- CN(CCc1cnn(C)c1)Cc1nc(Cc2ccccc2)no1
  11, 3.2, 3, 8, 2, 3, -4, -3, -12
- Cc1ccc(C)c(OCc2ccc(C(=O)N3N=C(C(F)F)CC3(O)C(F)F)o2)c1 (configuration not stated)
  -11, 1.2, -2, -19, 5[fluorescence artefact?], 12, -49, 5, -3
- CC(C)/C=C1\CC/C(=C\c2ccc(N(C)C)cc2)C1=O
  -2, 0.4, 4, -10, 3, 10, -50, 8, -19
- COc1cc(OC)cc(C(=O)N[C@H](C(=O)OCC(=O)Nc2ccc(F)c(F)c2F)C(C)C)c1
  3, -0.2, -2, 2, -6, 6, 27, 4, -28
- Cc1cc(OCC(=O)Nc2ccc(CN3CCCCC3)cc2)ccc1Cl
  -18, -2.4, -5, -35, -1, 7, -62, 10, 0
- CC(=O)c1ccc(NC2c3ncccc3C(=O)N2Cc2ccc(F)cc2)cc1 (configuration not stated)
  -9, -1.1, -7, 2, 1, 4, -14, -1, -1
- O=C(O)COc1cccc(NC(=O)C2CCCO2)c1 (configuration not stated)
  -1, -0.7, -1, -17, 3, 12, 18, 2, 12
- CC(C)n1c(SC2C(=O)CC(C)(C)CC2=O)nc2c1c(=O)n(C)c(=O)n2C
  7, 3.4, 0, 2, 6, 0, 1, 0, -20
- O=C(O)C1Cc2ccccc2CN1S(=O)(=O)c1ccc2ccccc2c1 (configuration not stated)
  -17, -0.6, -4, -11, -2, 6, -13, 3, 13
- CCN=C(Nc1ccc2c(c1)OCO2)SC1CC(=O)N(c2ccccc2F)C1=O (configuration not stated)
  5, -1.7, -2, -16, -3, 15, -44, 5, -21
- Cc1ccccc1Cn1ccc(-c2ccc3c(c2)OCO3)n1
  7, -0.2, -7, -22, 4, 8, -28, 5, -22
- Cc1ccccc1C(=O)Nc1c2c(nc3ccccc13)CCCC2
  1, 0.4, 1, -34, 0, 16, -4, 14, -12
- COc1cccc(CNC(=O)CC(NC(C)=O)c2ccccc2)c1 (configuration not stated)
  8, 1.9, -1, 3, 2, 3, 3, 1, -15
- CCCC1CCC(c2ccc(/C(N)=N/O)cc2)CC1 (configuration not stated)
  -12, 3.2, 4, 9, 0, 5, 20, 3, 7
- N#CCSc1n[nH]c2nc3c(c(=O)n12)C1(CCCCC1)Cc1ccccc1-3
  -9, -2.4, 6, 14, 4, 10, 5, ·, 4
- CCC1(CC)Cc2ccccc2C(=O)N1
  0, 1.4, 0, -11, -6, 4, -15, ·, -17
- O=C(CSc1cccc(C(F)(F)F)c1)Nc1cc(S(=O)(=O)N2CCCC2)ccc1Cl
  3, 0.2, -3, 9, -3, 4, 17, 3, -20
- O=C(NC1CCS(=O)(=O)C1)c1cnccn1 (configuration not stated)
  9, -0.2, 5, -10, 8[fluorescence artefact?], 14, 23&-17, -2, -7
- COc1cc(NS(=O)(=O)c2ccc(OC)c(OC)c2)cc(OC)c1
  0, 0.1, -4, -20, -5[fluorescence artefact?], 10, 20, -1, -26
- O=C(Cc1ccccc1)N[C@@H](Cc1ccccc1)C(=O)O
  13, -0.8, 0, -15, 0, 8, 13, -1, 4
- CSc1nc(-c2ccccc2)nc2[nH]ccc(=O)c12
  -8, 0.7, -2, -25, ·, ·, ·, 1, -6
- O=C(NC(Cc1ccccc1)C(=O)O)/C(=C\c1ccco1)NC(=O)c1ccco1 (configuration not stated)
  -5, 1.1, 5, 4, -3, 4, 6, 11, 16
- COc1ccc(S(N)(=O)=O)cc1C(=O)NCC1(N2CCCCC2)CCCCC1
  8, -1.0, 3, 6, -4, 13, 23, -1, 15
- CCC(=O)c1cc2c(cc1NC(=O)c1ccccc1)OCCO2
  1, 0.4, 4, -31, -10, 7, 16, 4, -9
